Screening data (PubChem)
M. tuberculosis HTS: M. tuberculosis growth inhibition, HTS (AID 449762); M. tuberculosis H37Rv growth inhibition, 7H9 media; higher % means a stronger effect; one-dose inhibition, % at 25 µM; IC50 in µM for titrated hits; 0.59% of 330,000 active; in the data active = a potency from the dose series; inconclusive = inhibition above about 70% without an active follow-up result;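 also: bacterial growth assessed after seven days of incubation; strong numbers were not always called active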
PhoP GFP inhibition: Inhibition of PhoP regulon, Salmonella typhi GFP reporter cells, confirmation, 4 h (AID 1850). Salmonella Typhi PhoP-promoter GFP reporter, fluorescence, 4 h; higher % means a stronger effect. inhibition, % at 50 µM; hits with a dose series show IC50 in µM. 0.33% of 310,000 active; in the data active = a potency from the dose series; inconclusive = inhibition mostly from about 25% at the one dose, without a potency; inactive = the rest, 99 in 100 with inhibition below about 19%;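 also: 0% = induced wells with vehicle and 100% = uninduced wells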
influenza NS1A: H1N1 influenza NS1A inhibitors, functional cell based assay (AID 504329). NS1A functional cell-based assay, percent inhibition; higher % means a stronger effect. inhibition, % at 12.5 µM; hits with a dose series show IC50 in µM. 0.3% of 340,000 active; in the data active = a potency from the dose series; inconclusive = inhibition above about 27% without an active follow-up result; also: strong numbers were not always called active
VEEV TC-83 Vero: inhibitors of VEEV TC-83 cytopathic effect, confirmation, Vero cells (AID 588727); one-dose inhibition, % at 20 µM; IC50 in µM for titrated hits; Vero cells, VEEV TC-83 cytopathic effect inhibition; higher % means a stronger effect; 0.13% of 350,000 active; in the data active = a potency from the dose series; inconclusive = inhibition mostly from about 14% at the one dose, without a potency; inactive = the rest, 99 in 100 with inhibition below about 12%; also: strong numbers were not always called active
M. tuberculosis: growth inhibition of non-replicating M. tuberculosis (AID 488890); inhibition, % at 25 µM; hits with a dose series show IC50 in µM; 0.39% of 320,000 active; Mycobacterium tuberculosis non-replicating, growth inhibition; higher % means a stronger effect; in the data active = a potency from the dose series; inconclusive = inhibition mostly from about 82% at the one dose, without a potency; inactive = the rest, 99 in 100 with inhibition below about 76%;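 also: plate controls were DMSO cells for no effect and high antibiotic wells for full effect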
VEEV TC-83 Vero 10K pilot screen: recorded beside VEEV TC-83 Vero, whose call it bears; inhibition, %; measured here: 10K pilot screen inhibition
Active calls of the source: *; i = inactive; ? = inconclusive; / = not tested or not shown.

SMILES | M. tuberculosis HTS | PhoP GFP inhibition | influenza NS1A | VEEV TC-83 Vero | M. tuberculosis | others
CCC(=O)Nc1cc(=O)[nH]c2nc(-c3ccc(Cl)cc3)nn12 | ? | 0% | 9% | 4.0% | 51%
COc1ccc(Br)cc1C(=O)Nc1ccc(C(=O)NCC(C)C)cc1 | 3% | 3% | -6% | 2.5% | 18%
O=C(c1ccc(CSCc2ccccc2F)o1)N1CCN(c2ccc(N3CCOCC3)nn2)CC1 | 5% | 10% | 3% | 7.0% | /
O=c1[nH]c2ccc([N+](=O)[O-])cc2[nH]1 | / | / | -1% | i | /
COc1ccc(C(=O)NCCCc2ccccc2)cc1 | -2% | 13% | / | i | 43%
CCCN(CC(=O)Nc1ccccc1C)C(=O)Cc1n[nH]c(=O)c2ccccc12 | 2% | / | -10% | 3.7% | -24%
COc1ccc(C(=O)Cn2c(C(=O)/C=C/c3ccccc3)nc3ccccc32)cc1 | -6% | -7% | 1% | ? | 47%
CSc1nnc(CNC(=O)c2ccccc2)n1-c1ccc(F)cc1 | -16% | -3% | 0% | 2.2% | /
CC(=O)Nc1ccc(NS(=O)(=O)c2cc([N+](=O)[O-])ccc2C)cc1 | 0% | 6% | -17% | 2.1% | -9%
O=C1CC/C=C\C[C@@H](CC(=O)N(CCO)Cc2ccccc2)C(=O)N2CCC[C@H]2CO1 | -1% | / | 4% | i | -14%
Cc1ccc2nc(SCC(=O)c3ccccc3)nc(=O)n2c1 | -9% | 5% | -3% | 0.7% | -17%
CC(C)C[C@H](NC(=O)c1nc[nH]c1C(=O)NC1CCNCC1)C(=O)OC(C)(C)C | -7% | -5% | 8% | 0.3% | 3% | VEEV TC-83 Vero 10K pilot screen=1.1
COc1ccccc1C(C(C(=O)c1ccccc1)N1CCOCC1)N1CCOCC1 (stereo unspecified) | / | / | 0% | 0.3% | /
CC(=O)NC(Cc1ccccc1)C(=O)OCC(=O)c1ccc(F)cc1 (stereo unspecified) | -1% | 1% | -8% | 1.4% | -10%
S=C1CCC(c2ccc(Br)cc2)=NN1c1ccccc1 | ? | -1% | 7% | 1.6% | 59%
Cc1ccc(-c2ccc(/C=C(\C#N)C(N)=S)n2C)cc1 | 60% | 1% | -6% | 2.2% | ?
Cc1csc2nc(CNC(=O)c3ccco3)cn12 | -1% | -11% | -4% | 1.1% | 11%
CCOc1cc2c(cc1OCC)-n1cccc1C(c1cccc(F)c1)NC2 (stereo unspecified) | 12% | -1% | 2% | 0.1% | 1%
COc1ccc(-c2[nH]ncc2CN2CCCO2)c(F)c1 | 6% | -2% | 7% | 0.1% | 4%
Cc1nn(C)cc1C(C(=O)NC1CCCCC1)N(Cc1ccc(F)cc1)C(=O)c1cnccn1 (stereo unspecified) | -2% | 0% | / | 0.2% | -1%
O=C(c1ccc2oc(Cc3ccc(Cl)cc3)nc2c1)N1CCCCC1CCO (stereo unspecified) | 19% | 4% | -10% | 0.9% | 47%
COc1ccc(CNC(=O)N[C@@H](CC(C)C)C(=O)O)cc1OC | 3% | 5% | -15% | 0.5% | -4%
O=C(Cn1ncc2c(=O)oc3ccccc3c21)N(Cc1ccco1)C1CCCCC1 | -9% | -5% | 3% | 6.4% | 8%
CC1(C)CC(=O)C(C(C2=C(O)CC(C)(C)CC2=O)c2ccc(Cl)c([N+](=O)[O-])c2)C(=O)C1 (stereo unspecified) | 12% | -9% | -1% | 0.3% | ?
CC(Sc1nnc(Nc2ccccc2F)s1)C(=O)NC1CC1 (stereo unspecified) | -3% | / | 0% | 0.8% | 21%

Further entries
SMILES | M. tuberculosis HTS | PhoP GFP inhibition | influenza NS1A | VEEV TC-83 Vero | M. tuberculosis | others
COc1ccc(N(CC(=O)O)S(=O)(=O)c2ccccc2[N+](=O)[O-])c(OC)c1 | 0% | 4% | -12% | 0.9% | 6%
CCOC(=O)c1nn(-c2ccccc2C)c(=O)cc1OCC(=O)N1CCN(c2ccccc2)CC1 | 1% | -4% | -11% | 3.4% | -3%
Cc1ccc(N2/C(=N/c3nc(C)cc(C)n3)NC(=O)CC2C(=O)O)cc1 (stereo unspecified) | -12% | 3% | -12% | i | -6%
Oc1ccccc1Nc1nc(NCC2CCCO2)c2ccccc2n1 (stereo unspecified) | 2% | 19% | 20% | 5.5% | i
C/C(=N\O)c1c(C)c2ccccc2n1C | -8% | -3% | 13% | 0.8% | -1% | VEEV TC-83 Vero 10K pilot screen=0.2
COc1ccccc1NS(=O)(=O)c1cccc2nsnc12 | 6% | 12% | -1% | 0.5% | -9%
COc1ccc(S(=O)(=O)NCCSc2ccc(Cl)cc2)cc1OC | 3% | 7% | -6% | i | 18%
COc1cccc(CNC(=O)c2cccnc2Sc2ccccc2)c1 | 2% | -5% | -6% | 1.2% | -1%
O=C(/C=C/c1cccc(F)c1)OCC(=O)N1CCCc2ccccc21 | ? | 10% | -7% | 4.0% | 32%
COc1cc(S(=O)(=O)N(Cc2cccs2)CC2CCCO2)ccc1-n1cnnn1 (stereo unspecified) | 2% | -8% | 2% | 5.0% | -2%
COc1ccc(CCC(=O)NCC2CCCCC2)cc1OC | 6% | 9% | 9% | 1.7% | 42%
CCSc1nnc(NC(=O)c2ccc(S(=O)(=O)N(C)C)cc2)s1 | -5% | 3% | 2% | 1.9% | -7%
CCOC(=O)c1cc(OC(=O)c2cccnc2)n(-c2ccccc2)n1 | 3% | 7% | / | / | 8%
Cc1csc(=O)n1CCC(=O)N(C)Cc1c(F)cccc1Cl | -6% | / | -18% | 8.1% | -3%
CC1CCc2c(sc(NS(=O)(=O)c3ccccc3)c2C(=O)OC(C)C)C1 (stereo unspecified) | -1% | -6% | -2% | 1.5% | -11%
O=C(COc1cccc(NC(=O)c2ccccc2)c1)c1ccccc1 | -2% | 11% | 1% | 0.0% | 26%
O=C(N/N=C/c1ccccc1F)c1ccccc1OCc1ccccc1 | -4% | 4% | -1% | 2.7% | -5%
O=C(NNC(=O)C1CC1c1ccccc1)c1ccccc1F (stereo unspecified) | -9% | 3% | -9% | 0.9% | 28%
CCOC(=O)N1CCN(c2nc(C(F)(F)F)nc3c(C)cc(C)cc23)CC1 | -3% | -12% | 3% | 8.3% | -7%
Cc1ccc(C2=NN(C(=O)c3cccs3)C(c3ccccc3O)C2)cc1 (stereo unspecified) | 0% | -9% | -7% | 3.5% | 18%
CN(C)CCCN1CC(C(=O)O)CC1=O (stereo unspecified) | 7% | 6% | -2% | 0.3% | 6%
CCCN1C(=O)C2(C(C(=O)c3ccc(C)o3)=C(O)C(=O)N2CCCOC)c2ccccc21 (stereo unspecified) | 0% | -13% | -4% | 0.7% | -1%
Cc1cccn2c(=O)nc(SCC(=O)N3CCN(c4ccccc4)CC3)nc12 | -8% | -2% | 1% | 11% | 6%
CC(C)N1CCN(C2CSCCSC2)CC1CCO (stereo unspecified) | 5% | 9% | 99% | 0.1% | 8%
CCOC(=O)c1cocc1C(=O)O | / | / | -8% | 12% | /

Molecules shown so far that have a thiophene ring, fused or not:
SMILES | M. tuberculosis HTS | PhoP GFP inhibition | influenza NS1A | VEEV TC-83 Vero | M. tuberculosis | others
COc1cc(S(=O)(=O)N(Cc2cccs2)CC2CCCO2)ccc1-n1cnnn1 (stereo unspecified) | 2% | -8% | 2% | 5.0% | -2%
CC1CCc2c(sc(NS(=O)(=O)c3ccccc3)c2C(=O)OC(C)C)C1 (stereo unspecified) | -1% | -6% | -2% | 1.5% | -11%
Cc1ccc(C2=NN(C(=O)c3cccs3)C(c3ccccc3O)C2)cc1 (stereo unspecified) | 0% | -9% | -7% | 3.5% | 18%

The list continues:
SMILES | M. tuberculosis HTS | PhoP GFP inhibition | influenza NS1A | VEEV TC-83 Vero | M. tuberculosis | others
COc1ccc(CCN2C(=O)c3[nH]nc(-c4ccccc4O)c3C2c2ccc(C)cc2)cc1OC (stereo unspecified) | -4% | -6% | 1% | i | -1%
CCc1c(C(=O)N/N=C/c2cccs2)nnn1-c1nonc1N | 11% | 3% | 0% | 1.0% | -7%
Cn1c(=O)oc2cc(S(=O)(=O)NCCN3CCN(c4ccccc4)CC3)ccc21 | 1% | 15% | 10% | 0.2% | 7% | VEEV TC-83 Vero 10K pilot screen=0.0
Cc1ccc(OCCn2cccn2)c(C)c1 | 5% | -5% | 5% | i | 4%
Cc1ccc(N2CCCn3c2cc(C)c(C#N)c3=O)cc1C | -7% | 10% | -8% | i | 18%
COc1ccc(NC(=O)CN(C)C(=O)C(NC(=O)c2ccco2)C(C)C)cc1 (stereo unspecified) | / | / | 4% | 6.6% | /
Cc1cs/c(=N\N=C\c2ccc(O)cc2)n1Cc1ccco1 | -13% | -4% | 17% | 7.6% | 13%
CC(NCc1ccc(OCc2ccc(Cl)cc2)cc1)C(O)c1ccccc1 (stereo unspecified) | ? | -6% | -6% | i | 6.8µM*
CCOC(=O)CC1(NC(=O)C2CCC(=O)N(CCc3ccccc3)C2)CCCCC1 (stereo unspecified) | 1% | -4% | 0% | 0.4% | -2%
COC(=O)c1cc(NC(=O)Cc2ccccc2[N+](=O)[O-])cc(C(=O)OC)c1 | -8% | -6% | -12% | 1.8% | 10%
CC(C)N1CCN(Cc2ccc(OCc3ccccc3)cc2)CC1CCO (stereo unspecified) | 7% | -1% | 3% | 0.0% | 30%
O=C(c1ccc(COc2ccccc2Cl)o1)N1CCOCC1 | 5% | 1% | -3% | 2.1% | -7%
C=CCNC(=O)/C(=C/c1cccc([N+](=O)[O-])c1)NC(=O)c1ccco1 | -5% | 8% | 2% | 5.2% | -11%
Cc1cc(NC(=O)COc2ccc3ccccc3c2Br)no1 | 4% | / | -19% | 0.5% | 61%
CCn1c(/C=C/c2c(C)n(CC)c3ccccc23)nc2ccccc2c1=O | 1% | -3% | -10% | 0.8% | 8%
COc1ccccc1-c1n[nH]c(=S)n1-c1ccccc1 | -2% | 15% | 1% | 0.8% | /
CCN1C(=O)C(=C2C=C(C)OC(C)=C2)C(=O)N(CC)C1=S | 0% | -5% | -10% | 1.4% | 4%
CCC(C)(C)n1nnnc1C(c1cc2cc(C)cc(C)c2[nH]c1=O)N1CCN(C(=O)c2ccco2)CC1 (stereo unspecified) | 2% | 9% | 2% | i | 26%
Cc1ccc(S(=O)(=O)N2CCN(C(=O)Cn3c(=O)oc4ccccc43)CC2)c(C)c1 | 4% | / | -16% | i | 6%
O=c1c2cc3c(nc2[nH]c(=S)n1-c1ccccc1)CCCC3 | 2% | -3% | 0% | 1.3% | 5%
CCCC(C(=O)NC(C)(C)CC)N(Cc1ccco1)C(=O)CNS(=O)(=O)c1ccccc1 (stereo unspecified) | 10% | -17% | -1% | i | -17%
Cc1cnc(C(=O)N2CCCC(C(=O)c3ccc(Cl)cc3C)C2)cn1 (stereo unspecified) | 1% | -2% | 13% | i | -1%

In the list so far, 9 have an NH in an aromatic ring.
SMILES | M. tuberculosis HTS | PhoP GFP inhibition | influenza NS1A | VEEV TC-83 Vero | M. tuberculosis | others
CCC(=O)Nc1cc(=O)[nH]c2nc(-c3ccc(Cl)cc3)nn12 | ? | 0% | 9% | 4.0% | 51%
O=c1[nH]c2ccc([N+](=O)[O-])cc2[nH]1 | / | / | -1% | i | /
CCCN(CC(=O)Nc1ccccc1C)C(=O)Cc1n[nH]c(=O)c2ccccc12 | 2% | / | -10% | 3.7% | -24%
CC(C)C[C@H](NC(=O)c1nc[nH]c1C(=O)NC1CCNCC1)C(=O)OC(C)(C)C | -7% | -5% | 8% | 0.3% | 3% | VEEV TC-83 Vero 10K pilot screen=1.1
COc1ccc(-c2[nH]ncc2CN2CCCO2)c(F)c1 | 6% | -2% | 7% | 0.1% | 4%
COc1ccc(CCN2C(=O)c3[nH]nc(-c4ccccc4O)c3C2c2ccc(C)cc2)cc1OC (stereo unspecified) | -4% | -6% | 1% | i | -1%
COc1ccccc1-c1n[nH]c(=S)n1-c1ccccc1 | -2% | 15% | 1% | 0.8% | /
CCC(C)(C)n1nnnc1C(c1cc2cc(C)cc(C)c2[nH]c1=O)N1CCN(C(=O)c2ccco2)CC1 (stereo unspecified) | 2% | 9% | 2% | i | 26%
O=c1c2cc3c(nc2[nH]c(=S)n1-c1ccccc1)CCCC3 | 2% | -3% | 0% | 1.3% | 5%
